Screening data (PubChem)
HGIII-sPLA2 inh: Blocks human group III sPLA2 activity; QFRET BODIPY PC-A2 liposome hydrolysis, fluorescence; inhibition, % at 12.2 µM; 370,000 tested, 0.56% active; AID 743126;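 active = inhibition above mean plus 3 SD of compounds lying within the high and low control bounds, cut at about 19% in these data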;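 note: 0% = median of test compound wells and 100% = no enzyme DMSO wells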
NR1D1 modulator: Rev-erb alpha (human) modulation; Rev-erbα–FITC-DNA binding, fluorescence polarization, 90 min; AID 1259318; P20393; 370,000 tested, 0.79% active; activity, % at 10 µM;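 active = activity above about 14%, limit read from the data; passing the limit was not always enough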;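 note: 0% = DMSO wells with 35 nM protein and 100% = DMSO wells with 750 nM protein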
Target sequence (P20393 whole entry, looked up): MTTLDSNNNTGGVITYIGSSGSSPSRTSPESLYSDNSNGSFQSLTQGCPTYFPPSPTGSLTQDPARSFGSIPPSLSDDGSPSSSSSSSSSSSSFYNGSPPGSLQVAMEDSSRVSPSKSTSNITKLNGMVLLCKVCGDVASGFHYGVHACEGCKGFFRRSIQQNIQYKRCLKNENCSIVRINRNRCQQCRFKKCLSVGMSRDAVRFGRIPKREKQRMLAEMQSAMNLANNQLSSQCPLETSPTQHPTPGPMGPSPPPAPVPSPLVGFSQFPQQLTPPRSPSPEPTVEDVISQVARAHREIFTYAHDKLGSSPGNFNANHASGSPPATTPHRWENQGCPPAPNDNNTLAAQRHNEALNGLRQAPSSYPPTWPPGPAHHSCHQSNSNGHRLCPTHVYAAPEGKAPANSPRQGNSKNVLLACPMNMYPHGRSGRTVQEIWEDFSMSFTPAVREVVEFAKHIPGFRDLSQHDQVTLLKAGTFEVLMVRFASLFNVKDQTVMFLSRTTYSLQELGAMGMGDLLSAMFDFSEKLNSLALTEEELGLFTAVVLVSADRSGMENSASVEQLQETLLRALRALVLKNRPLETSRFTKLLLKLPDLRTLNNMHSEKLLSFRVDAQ
GAA850 FXN act: frataxin GAA850 promoter activation. 360,000 tested, 0.56% active. HEK293 lucGAA850 FXN promoter luciferase reporter, 24 h; percent of 10 µM SAHA response. activation, % at 6 µM;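 active = activation above the average of all compounds screened plus 3 SD, cutoff fixed separately per campaign, cut at about 7.5% in these data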;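 note: 0% = DMSO wells and 100% = 10 µM SAHA wells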
ssDAF-12 act: activators of S. stercoralis DAF-12 nuclear receptor. HEK293 ssDAF-12/GRIP1 lit1-tk-luc reporter, luminescence; % of 3 µM dafachronic acid response. activation, % at 6.8 µM. 370,000 tested, 1% active;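 active = activation above the mean over all tested compounds plus 3 SD, cut at about 0.9% in these data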;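 note: 0% = DMSO-only wells and 100% = 3 µM delta7-dafachronic acid wells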
hgDAF12 agonist: hgDAF-12 agonism, primary luciferase screen | HEK293 GAL4-hgDAF12 UAS-luciferase reporter, agonist luminescence; normalized to butyrate control | activation, % at 6.8 µM | 370,000 tested, 1.8% active;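 active = activation above a cutoff set at the mean of all screened compounds plus 3 SD, cut at about 10% in these data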;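 note: 0% = DMSO wells and 100% = sodium butyrate wells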
PLC-beta3 inh: inhibitors of human phospholipase C beta3 | Q01970 | Purified PLC-beta3, fluorogenic substrate, fluorescence | inhibition, % at 12.2 µM | 370,000 tested, 0.18% active; in the data active = inhibition above about 11%;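 note: 0% = median of compound wells on plate and 100% = full blocker control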
hcDAF12 agonist: activators of H. contortus DAF-12 nuclear receptor | HEK293 hcDAF-12 lit1-tk-luc reporter, luminescence; 0% DMSO, 100% Δ7-dafachronic acid | activation, % at 6.8 µM | 370,000 tested, 1.4% active;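 active = activation above the mean of all tested compounds plus 3 SD, cut at about 5.5% in these data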;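 note: 100% = response to 3 µM Δ7-dafachronic acid high control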
DAX1 inh-1: DAX1 (NR0B1) inhibition, primary screen | HEK293T StAR-luciferase reporter, SF-1/DAX-1 repression relief | AID 652010 | inhibition, % at 6.8 µM | 370,000 tested, 1.1% active;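 active = inhibition above the mean over all tested compounds plus 3 SD, cut at about 3.6% in these data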;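 note: 0% = DAX-1 cells with DMSO and 100% = cells lacking DAX-1 with DMSO; higher inhibition means more luminescence from relief of DAX-1 repression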
PG9 Ab binder: binds the HIV-1 gp120 antibody PG9. TR-FRET gp120-PG9 antibody binding. inhibition, % at 6.7 µM. 360,000 tested, 0.43% active. AID 624416; in the data active = inhibition above about 8.5%
DAX1 inh-2: NR0B1 (DAX1) inhibition. HEK293 Gal4-DAX1 luciferase reporter, luminescence. inhibition, % at 6.75 µM. 340,000 tested, 0.99% active. AID 504766;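 active = inhibition above the mean over all tested compounds plus 3 SD, cut at about 4.2% in these data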;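 note: 0% = DAX1-transfected cells with DMSO and 100% = empty-vector control cells with DMSO; inhibition shows as a rise in luminescence from relieved DAX1 repression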
Target sequence (P51843 207-470 limits assumed): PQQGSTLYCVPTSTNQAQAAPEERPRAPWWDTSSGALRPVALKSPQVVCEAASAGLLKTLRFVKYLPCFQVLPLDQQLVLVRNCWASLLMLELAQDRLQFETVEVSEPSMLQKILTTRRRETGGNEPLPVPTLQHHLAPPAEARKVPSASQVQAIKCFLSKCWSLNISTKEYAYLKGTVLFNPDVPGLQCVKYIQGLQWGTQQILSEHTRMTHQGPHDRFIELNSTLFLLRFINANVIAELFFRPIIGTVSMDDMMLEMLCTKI
SMARCA2 activ: activators of SMARCA2 function | MG213 cells, MMTV-luciferase reporter, dexamethasone, overnight | activation, % at 9.1 µM | 370,000 tested, 1% active | AID 652017; in the data active = activation above about 7.8%;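 note: 0% = vehicle wells and 100% = reference activator wells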
* = called active by the depositor; i = inactive; · = not tested or not shown.

SMILES	HGIII-sPLA2 inh	NR1D1 modulator	GAA850 FXN act	ssDAF-12 act	hgDAF12 agonist	PLC-beta3 inh	hcDAF12 agonist	DAX1 inh-1	PG9 Ab binder	DAX1 inh-2	SMARCA2 activ
O=C(Nc1ccc(Br)cc1Br)Nc1cccc2[nH]c([C@@H]3O[C@H](CO)[C@@H](O)[C@H](O)[C@H]3O)nc12	-15	-4	-1.6	0.9*	5.5	-2	-0.3	0.6	-1.0	·	-1
C#CC[N+](C)(C)CCCCCCCCCCCC	23*	0	-5.3	-2.1	-11	2	-3.5	-3.2	-3.0	-2.6	-8
COC(C[C@@H](O)C[C@@H](O)[C@@H](C)OCc1ccccc1)OC	2	3	-2.3	-1.3	-0.4	6	2.3	0.1	1.2	-0.2	-2
O=C(Nc1cccc(-n2cnnn2)c1)C1CCCN(C(=O)Cc2cccc(Cl)c2)C1 (stereo not given)	-25	7	1.2	-1.2	-2.0	3	-1.8	-1.8	0.5	-1.5	0
C=C1N(c2ccc(Cl)cc2)C(=O)OC1(C)C	5	-3	0.2	-0.7	2.4	2	-1.1	0.0	0.3	2.7	-3
CCc1cccc2c(C(=O)COC(=O)/C=C/c3ccccc3OC)c[nH]c12	-20	1	1.6	-1.7	-0.5	-9	-2.0	-0.4	-0.2	-2.1	-2
COc1cccc(OCC(=O)NNC(=O)c2ccc3ccccc3c2O)c1	36*	-7	0.8	-0.6	-1.6	-110	0.5	-1.9	0.9	0.7	-1
CC(Sc1nc(N)cc(=O)[nH]1)C(=O)NC1CCCCC1 (stereo not given)	3	-2	-1.0	-0.1	-0.3	4	-0.5	-0.3	-1.6	0.8	2
COc1ccc(CCNC(=O)CC(C)S(=O)(=O)c2ccc3c(c2)NC(=O)CO3)cc1OC (stereo not given)	1	5	-1.2	-0.4	0.4	-6	-0.8	0.2	0.2	-0.3	-2
CCC(CC)NC(=O)c1cccc(Oc2ccccc2)c1	0	2	-2.6	-2.0	-1.2	-5	-1.6	-0.2	1.9	-2.5	2
N/C(=N\OC(=O)CCN1C(=O)c2ccccc2C1=O)c1ccccn1	-3	-2	0.6	-1.4	2.1	-1	0.4	-0.7	-1.0	0.8	0
Cc1nnc(SCC(=O)N2CCOCC2)n1C	1	-3	-1.2	-1.3	-1.3	1	-0.7	0.2	1.3	-0.7	-4
COc1ccc(Cc2nc(C(=O)Nc3ccc(OC)cc3)cs2)cc1	-5	0	0.5	-1.4	-4.0	-10	-3.6	-1.2	2.6	0.1	-5
O=C(CCc1ccccc1)Nc1ccc(NC(=O)c2ccco2)nc1	-3	-5	1.6	-0.5	8.0	0	3.1	1.0	0.5	0.6	2
Cc1ccc(S(=O)(=O)NC(=O)c2cc(C)n(-c3cc(S(=O)(=O)N4CCOCC4)ccc3N3CCCC3)c2C)cc1	-17	-1	0.5	-1.6	1.5	-13	-1.2	-0.1	-1.6	-0.9	0
COc1ccccc1CCNC(=O)C(=O)NCCC1CCCCN1S(=O)(=O)c1ccccc1 (stereo not given)	-10	0	0.0	-1.6	-2.0	5	-0.7	-4.4	1.3	-0.8	-3
O=C(NCCC1=CCCCC1)NC1CCCCC1	3	-4	5.1	0.3	11*	4	4.4	2.8	0.3	1.4	8.7*
CCCCCn1c(SCC(=O)OCC)nc2cc(C(=O)N3CCC(C(N)=O)CC3)ccc2c1=O	1	-7	-1.3	-1.2	0.0	3	3.0	0.7	1.8	-1.1	0
Cc1ccc(CNC(=O)CN2C(=O)NC3(CCCC3)C2=O)cc1	13	1	-0.6	-0.9	0.5	-1	1.8	-2.3	-0.9	0.7	-7
Cc1nc(NCc2ccco2)c2cn[nH]c2n1	-5	0	0.7	-0.6	-3.6	3	-0.9	-0.6	1.5	0.4	-1
O=c1c2ccccc2c(-c2n[nH]c(=S)o2)nn1Cc1ccccc1	9	2	1.8	-1.6	-1.6	-64	-0.8	-0.7	-5.0	1.1	0
Cc1cccc(C)c1NC(=O)CC(C)c1ccccc1 (stereo not given)	-3	-2	-0.3	-1.1	-0.5	-2	0.8	0.4	-0.2	-1.8	3
Nc1cc(Oc2ccc(Cl)cc2Cl)nc(N)n1	0	-4	0.3	-1.3	1.8	-1	0.6	-0.1	0.4	-1.0	-2
N#Cc1c(N2CCOCC2)nc(N)c2c(N)nc3c(c12)CC(CCl)O3 (stereo not given)	-1	-4	1.7	-1.3	-0.7	i	-1.9	-0.7	3.0	0.2	2
CCOC(=O)C(=C1Nc2ccccc2N1)n1c(-c2cccnc2)nc2ccccc21	-3	-1	·	-0.1	15*	-80	2.5	5.1*	-1.2	·	5
O=C(CSc1nc2ccccc2n1CCc1ccccc1)c1ccc(O)c(O)c1	24*	-35	1.7	-0.6	0.3	-7	-0.4	-0.1	-2.9	-1.4	-6
Cc1cc(C)cc(C(=O)NCC(=O)OCC(=O)N2CCN(S(=O)(=O)c3ccc4ccccc4c3)CC2)c1	-40	1	3.2	-1.4	1.9	0	0.9	-0.5	0.5	0.0	-3
CCN(CC)S(=O)(=O)c1ccc2c(c1)nc(SC(C)C(N)=O)n2-c1ccc(OC)cc1 (stereo not given)	-19	3	1.6	-1.4	-0.9	0	-1.3	-1.4	-0.2	0.2	0
O=[N+]([O-])c1cccc2ccc(N3CCOCC3)nc12	4	-4	1.6	-1.5	2.8	-6	0.4	-0.1	-1.1	0.8	0
OC(c1ccccc1)c1nc(-c2cccs2)cs1 (stereo not given)	-11	-5	1.6	-1.1	6.9	3	-0.8	0.2	0.4	·	0
COc1ccc(CNCCNC(=O)c2nonc2N)cc1OC	-1	8	-2.2	-1.1	1.0	2	-1.0	-0.6	1.5	1.4	-1
CC(=O)c1ccc(NC(=O)CN2CCCCCC2)cc1	-6	4	0.6	-1.0	2.5	-5	2.0	0.0	0.1	0.0	-1
C=CCNC(=O)/C(C#N)=C/c1c(N2CCCCCC2)nc2ccccn2c1=O	5	-2	0.4	-1.2	2.4	-204	-1.6	-0.7	0.9	-1.0	-2
Nc1ccc(C2(c3ccc(N)cc3)OC(=O)c3ccccc32)cc1	5	2	0.1	-1.4	2.8	-4	-1.4	0.0	-2.1	2.1	-1
CCC(C)(C)C1CCC(=NNc2nc3ccccc3[nH]2)CC1 (stereo not given)	-2	1	1.4	-0.8	8.3	-15	-0.6	0.7	-5.8	0.6	0
Cc1ccc2nc3c(cc2c1)CN(Cc1ccco1)C(=NCC1CCCO1)S3 (stereo not given)	-2	7	-0.5	-0.8	0.7	-1	0.7	-0.6	-3.7	-0.9	0
Cn1c(CNS(=O)(=O)c2cccc(Cl)c2)cc(=O)n(C)c1=O	8	4	-0.2	-0.7	-0.1	-9	-0.7	-0.2	0.4	0.3	-4
O=C(Nc1ccc(N2CCN(c3ncccc3C(F)(F)F)CC2)nc1)c1cccs1	3	3	-4.2	-2.2	-8.8	-17	-4.7	-2.1	-2.5	-3.6	-4
O=C(COc1cccc(Br)c1)N/N=C/c1ccc2c(c1)OCCO2	-2	-3	1.0	-1.1	0.8	-4	0.5	-0.7	2.0	1.4	3
Cc1csc2nc(COC(=O)CNC(=O)c3ccc(Cl)cc3)cc(=O)n12	4	0	0.5	-1.1	3.1	-45	1.0	-0.1	1.5	0.6	-2
O=C(/C=C/c1ccccc1)Nn1cnc2ccccc2c1=O	1	-2	3.5	-1.1	4.6	2	-1.4	0.6	-4.0	0.3	2
CC(=O)Nc1cccc(C(=O)N/N=C/c2ccc(F)cc2)c1	-1	2	3.8	-0.3	4.7	0	1.8	1.6	0.1	1.8	2
O=C(Cc1ccccc1)NCCS(=O)c1ccc(Cl)cc1 (stereo not given)	3	-6	-3.1	-1.1	1.0	4	-1.7	0.5	-3.5	-0.7	3
Cc1nc(C(=O)NCc2ccccc2)sc1C1(C)CC(c2cccc([N+](=O)[O-])c2)=NO1 (stereo not given)	0	0	-2.6	-1.6	-1.6	-3	-1.6	-0.8	-1.1	-0.8	-2
COc1cc2c(=O)n(CCC(=O)NCC3CCCO3)c(=O)n(CC(=O)Nc3ccc(C)c(C)c3)c2cc1OC (stereo not given)	-4	2	-0.5	-0.3	0.4	-3	0.5	-0.5	-2.1	0.7	-1
CCOc1ccc(/C=C/C(=O)c2cc(Br)ccc(=O)c2O)cc1	10	2	-0.7	-0.6	0.7	-22	1.2	-0.9	-2.9	-0.9	-7
CC(C)N(c1ccccc1)c1ccc(NC(=O)[C@@H]2O[C@H](CO)[C@@H](O)[C@H]2O)cc1	-4	-6	2.2	-1.1	-2.1	0	-1.6	0.6	-1.6	·	-7
O=C(CN1CCN(c2ccc(Cl)cc2[N+](=O)[O-])CC1)N1CCOCC1	-1	-4	3.5	-1.4	-1.0	-6	-0.6	0.2	-1.1	0.6	-1
O=C(O)c1cc([N+](=O)[O-])cc([N+](=O)[O-])c1N1CCN(c2cccc(C(F)(F)F)c2)CC1	-7	-1	0.1	-1.4	-0.8	-4	0.8	0.2	-2.2	1.2	2
CCOC(=O)CC(NC(=O)Cn1nnc(-c2ccccc2F)n1)c1ccc(OC)cc1 (stereo not given)	-12	5	-1.9	-2.0	-1.0	-9	-1.0	-0.8	1.4	-0.7	1
COc1ccc(-c2ccccc2C2Cc3nnccc3CN2C(=O)Nc2ccccc2)cc1 (stereo not given)	5	-2	·	-1.3	-0.4	-9	-1.2	-0.3	-1.2	·	-3
CCOC(=O)NC(=O)/C(C#N)=C/c1ccc(N(C)C)cc1	2	23	4.2	-1.0	3.2	-8	-1.2	-0.1	-13	·	0
COc1ccc(N=C2SC(CC(=O)Nc3ccccc3)C(=O)N2CCN2CCOCC2)cc1 (stereo not given)	-24	-3	-0.2	-0.5	4.5	-6	-0.3	0.0	-1.3	1.5	3
COc1cc(C)c(S(=O)(=O)NOCc2ccccc2)c(C)c1C	-26	-4	0.8	-1.5	-1.1	-5	-2.8	-0.8	-0.6	-1.4	-2
CC1CCCCC1NC(=O)Cn1nnc(-c2ccc(Cl)cc2)n1 (stereo not given)	13	2	2.0	-1.7	0.2	-3	0.4	-0.2	-0.1	-0.5	-1
NC(=O)CCN(C(=O)c1cccc(S(=O)(=O)N2CCc3ccccc32)c1)c1ccccc1	-6	-4	0.3	0.6	1.1	-8	2.8	0.5	-1.4	0.3	-2
Fc1ccc(NCc2nnc(SCc3ccccc3)o2)cc1	-3	5	2.9	-1.5	3.2	-5	1.9	0.1	-1.2	-0.2	-2

Some of these compounds in order of the DAX1 inh-2 value, low to high.
Molecule	DAX1 inh-2
O=C(/C=C/c1ccccc1)Nn1cnc2ccccc2c1=O	0.3
O=C(O)c1cc([N+](=O)[O-])cc([N+](=O)[O-])c1N1CCN(c2cccc(C(F)(F)F)c2)CC1	1.2
CC(=O)Nc1cccc(C(=O)N/N=C/c2ccc(F)cc2)c1	1.8
